High-throughput results from PubChem BioAssay.
Pol eta inh = qHTS for Inhibitors of Polymerase Eta; DNA polymerase eta (Homo sapiens), Q9Y253; recombinant Pol eta, fluorescent DNA replication assay; Potency, µM (titrated, usually from 114 µM), for inactives: at the highest dose activity change, negative = inhibition, usual class: inhibitors; hit rate 1.2% among 390,000; also: potency is read from the fitted curve at half-maximal effect; % is scaled to controls: 0 for no effect and ±100 for the full control effect
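Pol eta (10 nM) was preincubated with compounds for 15 min at room temperature, after which fluorescent replication substrate (50 nM final) was added to start the reaction. Fluorescence was read kinetically at 0 and 10 min.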
Tb PGK inh = qHTS Assay to Find Inhibitors of Phosphoglycerate Kinase. AID 602233, 2012. Phosphoglycerate kinase, glycosomal (Trypanosoma brucei brucei), P07378. PGK/GAPDH coupled, Kinase-Glo luminescence, 60 min. hit rate 0.043% among 380,000. Potency, µM (titrated, usually from 57.5 µM), for inactives: at the top dose activity change, negative = inhibition, most hits filed as inhibitors; also: potency is read from the fitted curve at half-maximal effect; % is scaled to controls: 0 for no effect and ±100 for the full control effect; nearly all actives have a fitted effect of over 60% in size
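Luminescent ATP detection (Kinase-Glo Plus) follows a 60-minute room-temperature incubation, with wells lacking PGK as controls. Buffer: 100 mM TEA (pH 7.6), 5 mM MgCl2, 0.01% Tween-20. Coupling enzyme GAPDH (100 nM final) supplies unstable 1,3-BPG in-well.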
APE1 inh = qHTS Assay for Inhibitors of the Human Apurinic/apyrimidinic Endonuclease 1 (APE1). Potency, µM (top dose mostly 65.8 µM), without a hit: at the highest dose activity change, negative = inhibition, usual class: inhibitors. DNA repair nuclease/redox regulator APEX1 (Homo sapiens), P27695. hit rate 0.35% among 350,000. recombinant APE1, TAMRA/BHQ-2 abasic DNA cleavage fluorescence;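 also: potency is read from the fitted curve at half-maximal effect; plate controls were vehicle for no effect and reference inhibitor for full effect; nearly all actives have a fitted effect of over 55% in size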
Target sequence (P27695 whole entry, looked up): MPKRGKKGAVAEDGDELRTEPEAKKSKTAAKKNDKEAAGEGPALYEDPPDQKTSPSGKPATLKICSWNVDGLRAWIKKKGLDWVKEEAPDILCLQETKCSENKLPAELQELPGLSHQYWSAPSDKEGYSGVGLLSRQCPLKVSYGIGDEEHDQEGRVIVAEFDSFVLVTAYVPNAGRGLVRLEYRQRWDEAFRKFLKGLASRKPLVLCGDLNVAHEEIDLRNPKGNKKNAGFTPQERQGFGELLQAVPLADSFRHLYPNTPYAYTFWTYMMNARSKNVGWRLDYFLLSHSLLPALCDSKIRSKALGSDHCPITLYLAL
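Incision of a quenched TAMRA/BHQ-2 THF abasic-site duplex (50 nM) by 0.75 nM APE1, after 15 min compound preincubation, measured as fluorescence increase over three 60 s reads. Values normalized to buffer, DMSO and NSC13755 control wells.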
BLM helicase inh = qHTS Assay for Inhibitors of Bloom's syndrome helicase (BLM); RecQ-like DNA helicase BLM (Homo sapiens), P54132; recombinant BLM DNA unwinding, fluorescence dequenching; Potency, µM (top dose mostly 56.1 µM), for the others: at the top dose activity change, negative = inhibition, usual class: inhibitors; hit rate 0.2% among 350,000; AID 2528, 2010;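 also: potency is read from the fitted curve at half-maximal effect; plate controls were vehicle for no effect and no enzyme for full effect; nearly all actives have a fitted effect of over 35% in size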
Apoferritin bind = qHTS Assay for Identification of Novel General Anesthetics. apoferritin/1-aminoanthracene competitive binding, fluorescence. Potency, µM (doses to about 77.5 µM), for inactives: at the highest dose activity change, negative = displacement, hits mostly inhibitors. hit rate 0.074% among 350,000. AID 485281, 2010; also: potency is read from the fitted curve at half-maximal effect; % is scaled to controls: 0 for no effect and ±100 for the full control effect; nearly all actives have a fitted effect of over 20% in size
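Horse-spleen apoferritin (10 uM) in 50% saturated 1-aminoanthracene in PBS was incubated 10 min at room temperature with compound. Fluorescence (ex 380, em 535 nm) was normalized to free and bound 1-AMA, with concentration-response fitted by a four-parameter Hill equation.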
POLK inh = qHTS for Inhibitors of Polymerase Kappa | DNA polymerase kappa (Homo sapiens), Q9UBT6 | purified Pol kappa, fluorescent DNA synthesis assay, 10 min | Potency, µM (top dose mostly 107 µM), for inactives: at the top dose activity, negative = inhibition, actives largely listed as inhibitors | hit rate 0.53% among 400,000; also: potency is read from the fitted curve at half-maximal effect; % is scaled to controls: 0 for no effect and ±100 for the full control effect
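Readout: fluorescence, taken kinetically at 0 and 10 min. Conditions: 10 nM Pol kappa, 15 min RT compound preincubation, 50 nM substrate final. Controls: enzyme-free buffer wells.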
POLB inh = qHTS Assay for Inhibitors of DNA Polymerase Beta; hit rate 1.3% among 340,000; AID 485314, 2010; P06746; Pol beta primer extension/strand displacement, fluorescence kinetic; Potency, µM (highest dose often 114 µM), inactives show top-dose activity change, negative = inhibition, hits mostly inhibitors; also: potency is read from the fitted curve at half-maximal effect; % is scaled to controls: 0 for no effect and ±100 for the full control effect
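Kinetic readout of DNA synthesis with strand displacement by Pol beta. Compound and 10 nM enzyme sit 15 min at room temperature; 50 nM substrate starts the reaction, read immediately and at 10 min.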
Pol iota inh = qHTS for Inhibitors of Polymerase Iota | hit rate 1% among 390,000 | Pol iota fluorescent replication assay, 10 min | DNA polymerase iota (Homo sapiens), Q9UNA4 | Potency, µM (highest dose often 115 µM), without a hit: at the top dose activity, negative = inhibition, most hits filed as inhibitors; also: potency is read from the fitted curve at half-maximal effect
Target sequence (Q9UNA4 whole entry, looked up): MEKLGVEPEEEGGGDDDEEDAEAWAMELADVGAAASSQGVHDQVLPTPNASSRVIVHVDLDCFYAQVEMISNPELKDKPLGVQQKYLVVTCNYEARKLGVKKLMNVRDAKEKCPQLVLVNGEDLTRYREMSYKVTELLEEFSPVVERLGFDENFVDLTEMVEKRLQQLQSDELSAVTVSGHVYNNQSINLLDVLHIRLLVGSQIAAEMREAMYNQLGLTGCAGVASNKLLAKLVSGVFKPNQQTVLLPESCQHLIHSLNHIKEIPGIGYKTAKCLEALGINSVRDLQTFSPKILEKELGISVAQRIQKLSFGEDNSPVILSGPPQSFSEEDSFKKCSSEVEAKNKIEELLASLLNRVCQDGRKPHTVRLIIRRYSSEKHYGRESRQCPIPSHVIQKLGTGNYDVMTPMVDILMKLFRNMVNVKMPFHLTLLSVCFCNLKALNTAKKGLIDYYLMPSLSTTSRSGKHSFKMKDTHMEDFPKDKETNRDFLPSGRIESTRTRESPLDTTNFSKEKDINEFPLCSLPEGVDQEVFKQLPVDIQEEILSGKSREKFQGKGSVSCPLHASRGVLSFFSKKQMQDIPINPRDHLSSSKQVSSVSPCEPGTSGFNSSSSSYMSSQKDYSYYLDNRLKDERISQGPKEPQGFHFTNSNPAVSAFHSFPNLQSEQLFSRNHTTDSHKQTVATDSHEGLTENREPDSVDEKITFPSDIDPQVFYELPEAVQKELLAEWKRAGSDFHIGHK
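Pol iota at 10 nM preincubated 15 min with compounds at room temperature; reaction started with fluorescent substrate, 50 nM final. Fluorescence read kinetically at 0 and 10 min; buffer-only wells as negative control.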
RXFP1 antagonist = qHTS Assay for Antagonists of the Relaxin Receptor RXFP1 | Relaxin receptor 1 (Homo sapiens), Q9HBX9 | hit rate 0.59% among 350,000 | HEK293-RXFP1, relaxin-stimulated cAMP HTRF, 30 min; active compounds read low | activity change, negative = inhibition, % at 57.5 µM;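 active = activity change of -60% or lower, but not beyond a set lower limit; inconclusive = change between -60% and -40%, or beyond the set limit; inactive = change above -40%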; also: % is scaled to controls: 0 for no effect and ±100 for the full control effect
* = called active by the depositor; [ ] = remark or other dose. Unless noted, calls follow the shape of the dose curve; as a rule, active = well fitted curve in the direction sought with a large enough effect; inconclusive = small, poorly fitted or top-dose-only effect, or another doubt; inactive = no such curve, though single readings can be large; an effect the other way counts as inactive or inconclusive. These rows are one share of the data, so the mix of outcomes need not match the whole.

The opening 2 records as a preview:
`CCN(CC)S(=O)(=O)c1cccc(C(=O)Nc2cc(C)nn2-c2ccccc2)c1` gave Pol eta inh -16%, Tb PGK inh -10%, APE1 inh 2%, BLM helicase inh 1%, Apoferritin bind -11%, POLK inh -6%, POLB inh 28%, Pol iota inh 188%[activator] and RXFP1 antagonist 4.
Screening Cc1cccc(C)c1OCC(=O)Nc1ccc(N2CCOCC2)cc1 returned Pol eta inh -5%, Tb PGK inh -5%, APE1 inh 3%, BLM helicase inh -3%, Apoferritin bind -6%, POLK inh 0%, POLB inh 2%, Pol iota inh 15% and RXFP1 antagonist -6.

The whole of this part, repeating the preview:
`CCN(CC)S(=O)(=O)c1cccc(C(=O)Nc2cc(C)nn2-c2ccccc2)c1` gave Pol eta inh -16%, Tb PGK inh -10%, APE1 inh 2%, BLM helicase inh 1%, Apoferritin bind -11%, POLK inh -6%, POLB inh 28%, Pol iota inh 188%[activator] and RXFP1 antagonist 4.
Screening Cc1cccc(C)c1OCC(=O)Nc1ccc(N2CCOCC2)cc1 returned Pol eta inh -5%, Tb PGK inh -5%, APE1 inh 3%, BLM helicase inh -3%, Apoferritin bind -6%, POLK inh 0%, POLB inh 2%, Pol iota inh 15% and RXFP1 antagonist -6.
`O=C(CNC(=O)c1ccc([N+](=O)[O-])cc1)N/N=C/c1c[nH]c2ccccc12` gave Pol eta inh inconclusive, Tb PGK inh -3%, APE1 inh 10%, BLM helicase inh -6%, Apoferritin bind inconclusive, POLK inh -11%, POLB inh 4%, Pol iota inh 33%[activator] and RXFP1 antagonist -5.
For O=C(O)C1CC=CCC1C(=O)Nc1ccc(Oc2ccc(Cl)cc2)cc1 (stereo not given) the results were Pol eta inh -15%, Tb PGK inh -6%, APE1 inh -2%, BLM helicase inh 2%, Apoferritin bind -5%, POLK inh -5%, POLB inh 0%, Pol iota inh 5% and RXFP1 antagonist -3.
Screening Cc1ccc(NC(=O)C(C)N2C(=O)C3CC=C(Cl)CC3C2=O)cc1 (stereo not given) returned Pol eta inh -4%, Tb PGK inh 4%, APE1 inh -2%, BLM helicase inh -2%, Apoferritin bind -9%, POLK inh -7%, POLB inh -1%, Pol iota inh 11% and RXFP1 antagonist -5.
`C=CCNCCOCCOc1ccccc1-c1ccccc1` gave Pol eta inh -15%, Tb PGK inh -3%, APE1 inh 6%, BLM helicase inh -4%, Apoferritin bind -3%, POLK inh -2%, POLB inh 1%, Pol iota inh -27% and RXFP1 antagonist 7.
OC(c1cccc(Cl)c1)c1nccc2ccccc12 (stereo not given) was read as Pol eta inh -8%, Tb PGK inh inactive, APE1 inh 1%, BLM helicase inh -4%, Apoferritin bind inconclusive, POLK inh -25%, POLB inh 1%, Pol iota inh -7% and RXFP1 antagonist -4.
Screening COc1ccc(NS(=O)(=O)c2cc(NC(=O)c3cnc(C)cn3)ccc2N2CCCCC2)cc1 returned Pol eta inh -8%, Tb PGK inh -5%, APE1 inh 10%, BLM helicase inh -6%, Apoferritin bind -8%, POLK inh -3%, POLB inh 14%, Pol iota inh 14% and RXFP1 antagonist 2.
Cc1cc(C(=O)N/N=C\C(Br)=C\c2ccccc2)c(C)o1 was read as Pol eta inh -20%, Tb PGK inh inactive, APE1 inh -9%, BLM helicase inh -18%, Apoferritin bind -13%, POLK inh 1%, POLB inh 14%, Pol iota inh 63%[activator] and RXFP1 antagonist -2.
Cc1csc2nc(CSc3ccc(Cl)cc3)cn12 was read as Pol eta inh inconclusive, Tb PGK inh -3%, APE1 inh 1%, BLM helicase inh -6%, Apoferritin bind -13%, POLK inh -15%, POLB inh -27%, Pol iota inh 21% and RXFP1 antagonist -2.
For COc1ccc(N2Cc3cccc(C(=O)N4CCN(C(=O)c5ccco5)CC4)c3C2=O)cc1 the results were Pol eta inh 5.6µM*, Tb PGK inh -29%, APE1 inh 11µM*, BLM helicase inh 18µM*, Apoferritin bind -11%, POLK inh inconclusive, POLB inh 10µM*, Pol iota inh inconclusive and RXFP1 antagonist -2.
Screening N#CCCn1nc(-c2ccc(Cl)cc2)cc1Nc1ccccc1NC(=O)C(F)(F)F returned Pol eta inh -22%, Tb PGK inh 2%, APE1 inh 5%, BLM helicase inh -12%, Apoferritin bind -1%, POLK inh -8%, POLB inh -18%[57.1 µM], Pol iota inh 27% and RXFP1 antagonist -8.
COc1nccc(C(F)(F)F)c1C(=O)NC(=O)Nc1ccccc1 was read as Pol eta inh -7%, Tb PGK inh inactive, APE1 inh 2%, BLM helicase inh -4%, Apoferritin bind -4%, POLK inh 14%, POLB inh 2%, Pol iota inh 16% and RXFP1 antagonist 0.
Screening CCCN(CCC)CCCNc1ccc(C(=O)Nc2cccc(OC)c2)cc1[N+](=O)[O-] returned Pol eta inh -23%, Tb PGK inh -8%, APE1 inh 24%, BLM helicase inh -1%, Apoferritin bind -12%, POLK inh -24%, POLB inh 0%, Pol iota inh 132%[activator] and RXFP1 antagonist -18.
CCn1c2ccccc2c2nnc(N3CCN(c4ccc(F)cc4)CC3)nc21 was read as Pol eta inh -7%, Tb PGK inh inactive, BLM helicase inh -5%, Apoferritin bind -2%, POLK inh -1%, POLB inh -20%, Pol iota inh -17% and RXFP1 antagonist 2.
COCC(=O)N1CCC(Oc2ccc(C(=O)NCc3cc(C(C)C)no3)cc2)CC1 was read as Pol eta inh -10%, Tb PGK inh -14%, APE1 inh 48%[activator], BLM helicase inh -2%, Apoferritin bind -2%, POLK inh 4%, POLB inh -2%, Pol iota inh 2% and RXFP1 antagonist -11.
Screening COc1cc2c(cc1OC)-c1cc(NC3CCCCCC3)nc(=O)n1CC2 returned Pol eta inh -8%, Tb PGK inh -8%, APE1 inh 2%, BLM helicase inh 0%, Apoferritin bind -15%, POLK inh -5%, POLB inh 0%, Pol iota inh 12% and RXFP1 antagonist -7.
O=C(O)C1CCCN1C(=O)NC1CCCCC1 (stereo not given) was read as Pol eta inh -9%, Tb PGK inh -2%, APE1 inh -9%, BLM helicase inh -11%, Apoferritin bind -2%, POLK inh -2%, POLB inh 14%, Pol iota inh -11% and RXFP1 antagonist -6.
`Cc1nn(C(=O)c2c(F)cccc2F)c(C)c1S(=O)(=O)N1CCCCCC1` gave Pol eta inh -13%, Tb PGK inh 10%, BLM helicase inh -1%, Apoferritin bind -18%, POLK inh -7%[60.1 µM], POLB inh 1% and Pol iota inh 4%.
`CCN1C(=O)C(CC(=O)NCc2ccc(Cl)cc2)N(CC)C1=O` (stereo not given) gave Pol eta inh -16%, Tb PGK inh 12%, APE1 inh 8%, BLM helicase inh 2%, Apoferritin bind 5%, POLK inh 0%, POLB inh 17%, Pol iota inh 13% and RXFP1 antagonist -10.
COc1ccc(-n2nc(C(=O)O)c3ccccc3c2=O)cc1 was read as Pol eta inh -1%, Tb PGK inh 0%, APE1 inh 0%, BLM helicase inh 0%, Apoferritin bind -5%, POLK inh -8%, POLB inh -8%, Pol iota inh 12% and RXFP1 antagonist 2.
`CCOC(=O)N1CCN(S(=O)(=O)c2cc(-c3nn4c(C)nnc4c4ccccc34)ccc2C)CC1` gave Pol eta inh -10%, Tb PGK inh -1%, APE1 inh 3%, BLM helicase inh -2%, Apoferritin bind -4%, POLK inh -5%, POLB inh 46%, Pol iota inh 4% and RXFP1 antagonist 1.
Screening Cc1[nH][nH]c(=O)c1C(c1c(C)[nH][nH]c1=O)c1cn(Cc2ccc(Cl)c(Cl)c2)c2ccccc12 returned Pol eta inh inconclusive, Tb PGK inh -9%, APE1 inh -2%, BLM helicase inh -12%, Apoferritin bind inconclusive, POLK inh -2%, POLB inh 1%, Pol iota inh 2.5µM* and RXFP1 antagonist -16.
CC(=O)c1ccc(NC(=O)CSc2nc(Nc3ccccc3)nc(N3CCOCC3)n2)cc1 was read as Pol eta inh -14%, Tb PGK inh 19%, APE1 inh -9%, BLM helicase inh -1%, Apoferritin bind -13%, POLK inh -6%, POLB inh 20%, Pol iota inh -2% and RXFP1 antagonist -8.
For COc1ccccc1C(=O)NNC(=O)C(=O)NC(C)(C)C the results were Pol eta inh 7%, Tb PGK inh -3%, APE1 inh 12%, BLM helicase inh -7%, Apoferritin bind 0%, POLK inh -8%, POLB inh 19%, Pol iota inh 6% and RXFP1 antagonist -1.
Screening CCCN=C1NC(=O)C(CC(=O)NCCc2ccc(OC)c(OC)c2)S1 (stereo not given) returned Pol eta inh -17%, Tb PGK inh -2%, APE1 inh -2%, BLM helicase inh -1%, Apoferritin bind -4%, POLK inh 1%, POLB inh 38%, Pol iota inh 47%[activator] and RXFP1 antagonist -5.
`Cc1oc(-c2ccc(Cl)cc2)[n+]([O-])c1C` gave Pol eta inh 3%, Tb PGK inh -1%, APE1 inh 3%, BLM helicase inh -1%, Apoferritin bind -11%, POLK inh -15%, POLB inh 5%, Pol iota inh inconclusive and RXFP1 antagonist 9.

Two records drawn at random from the list so far:
COc1ccc(-n2nc(C(=O)O)c3ccccc3c2=O)cc1 was read as Pol eta inh -1%, Tb PGK inh 0%, APE1 inh 0%, BLM helicase inh 0%, Apoferritin bind -5%, POLK inh -8%, POLB inh -8%, Pol iota inh 12% and RXFP1 antagonist 2.
Screening CCCN=C1NC(=O)C(CC(=O)NCCc2ccc(OC)c(OC)c2)S1 (stereo not given) returned Pol eta inh -17%, Tb PGK inh -2%, APE1 inh -2%, BLM helicase inh -1%, Apoferritin bind -4%, POLK inh 1%, POLB inh 38%, Pol iota inh 47%[activator] and RXFP1 antagonist -5.
